# Assay outcomes (PubChem)
# PGC1a acetyl inh = inhibitors of PGC1a acetylation signal, primary screen, cell-based, U2OS, AlphaScreen, inhibitor mode | hit rate 0.17% among 350,000 | AlphaScreen anti-acetyl-lysine; with virally co-expressed GCN5 acetyltransferase | inhibition, % at 15.6 µM;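 active = every replicate shows inhibition of at least 40%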;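 also: 0% = neutral control wells and 100% = positive control wells; some results beyond the cut were filed as inactive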
# LGR2 antag = inhibitors of bursicon-induced LGR2 CRE-luciferase signal, primary screen, cell-based, HEK293, CRE-luciferase reporter, bursicon stimulation; Drosophila bursicon receptor LGR2 (rickets); bursicon-stimulated, 4 h; inhibition, % at 9.99 µM; hit rate 0.35% among 380,000;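 active = drop in luminescence signal, shown as inhibition above about 50% in the replicate tests, limit read from the data, passing the limit was not always enough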;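 also: agonist challenge used bursicon conditioned medium at about half maximal strength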
# PglD DTNB = C. jejuni PglD acetyltransferase inhibitors, primary screen, biochemical, DTNB colorimetric, single point. purified PglD enzyme, DTNB colorimetric CoA detection. inhibition, % at 12.5 µM. hit rate 0.098% among 360,000. AID 602405, 2012; in the data active = inhibition above about 16%, passing the limit was not always enough; also: strong numbers were not always called active
# C2C12 statin = suppressors of statin myotoxicity in C2C12 myotubes, primary screen, cell-based, single point, plate reader | rescue of ATP level, % at 7.49 µM | C2C12 myotubes + simvastatin, ATP luminescence, 48 h; scaled: DMSO 0, geranylgeraniol control 100 | hit rate 0.78% among 330,000;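 active = mean ATP rescue above about 67%, or every replicate alone reaching that limit, limit read from the data, passing the limit was not always enough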;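 also: myotubes were challenged with 10 µM simvastatin during compound exposure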
# Cneo AK release = Cryptococcus neoformans cell lysis inducers, primary screen, AK release luminescence, single concentration; C. neoformans lysis, adenylate kinase release luminescence, 4 h; normalised: neutral wells 0, clomiphene wells 100; lysis activity, % at 15 µM; hit rate 0.2% among 360,000; AID 651654, 2012;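 active = mean lysis activity across replicates of at least 80%, whatever share of replicates individually reach that level; inactive = mean lysis activity below 80%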
#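 Material – log-phase Cryptococcus neoformans yeast cells · Input – 5 × 10^6 yeast cells/mL · Medium – fresh YPD growth medium · Doses – single compound concentration per well · Timing – static 4 h at 37 °C with compound, 1 h detection · Detection – adenylate kinase release luminescence · Read-out – signal increase indicating cell lysis · Control set – Clomiphene as positive lysis control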
# ARNT TACC3 PPI = disruptors of ARNT/TACC3 protein interaction, primary screen, biochemical, AlphaScreen, single concentration. AlphaScreen His-ARNT PAS-B/GST-TACC3 binding, luminescence; TACC3 fragment carries E629A point mutation. inhibition, % at 9.99 µM. hit rate 0.66% among 390,000;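 active = mean inhibition of replicates at least 50% and at least half of replicates each reaching 50%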;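 also: 0% = complete ARNT plus TACC3 wells and 100% = ARNT alone without TACC3; many hits fall short of the cut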
# GSIS activator = GLuc luminescence reporter in INS-1E cells, primary screen for activators of glucose-dependent secretion of insulin | INS-1E GLuc reporter insulin secretion, 2-3 h | activation, % at 16.6 µM | hit rate 0.61% among 370,000 | AID 743287, 2014;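 active = lowest replicate activation of at least 40%, so every replicate reaches that level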;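 also: 0% = median of neutral control wells and 100% = median of IBMX positive control wells; some compounds called inactive have numbers as strong as hits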
# PAX8 inh HTS = inhibitors of PAX8-driven TPO luciferase reporter, primary screen, RMG-I cells, single concentration. SteadyGlo, 24 h. inhibition, % at 12.6 µM. hit rate 1.2% among 360,000. AID 652154, 2013;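 active = mean replicate inhibition at least 60% with every replicate also reaching 60%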;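 also: luciferase light reporting Pax8 driven TPO promoter activity; plate controls were median of neutral control wells for no effect and mitoxantrone controls for full effect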
# Active calls of the source: *; / = no result given; & = joins results of further samples.
# Preview, four compounds:
SMILES,PGC1a acetyl inh,LGR2 antag,PglD DTNB,C2C12 statin,Cneo AK release,ARNT TACC3 PPI,GSIS activator,PAX8 inh HTS
Cc1nc2cc(-c3ccsc3-n3c(C)ccc3C)[nH]n2c(=O)c1Cl,4.2,/,1.0,-3.7,1.2,-2.0,/,/
COc1ccc(Cl)cc1C(=O)NNC(=O)c1cccnc1,/,17.8,/,-2.3,/,-3.5,9.3,/
C[C@@H]1CN([C@@H](C)CO)C(=O)c2cccc(NC(=O)c3ccncc3)c2O[C@H]1CN(C)S(C)(=O)=O,6.1,1.9,-3.6,3.5,-0.6,-3.4,-4.8,1.4
CO[C@H]1CN(C)C(=O)c2cc(NS(=O)(=O)CC(F)(F)F)ccc2OC[C@@H](C)N(Cc2nccs2)C[C@H]1C,-5.2,5.9,0.9,1.4,-1.6,27.3,-9.6,/

# The listing (from the top)
SMILES,PGC1a acetyl inh,LGR2 antag,PglD DTNB,C2C12 statin,Cneo AK release,ARNT TACC3 PPI,GSIS activator,PAX8 inh HTS
Cc1nc2cc(-c3ccsc3-n3c(C)ccc3C)[nH]n2c(=O)c1Cl,4.2,/,1.0,-3.7,1.2,-2.0,/,/
COc1ccc(Cl)cc1C(=O)NNC(=O)c1cccnc1,/,17.8,/,-2.3,/,-3.5,9.3,/
C[C@@H]1CN([C@@H](C)CO)C(=O)c2cccc(NC(=O)c3ccncc3)c2O[C@H]1CN(C)S(C)(=O)=O,6.1,1.9,-3.6,3.5,-0.6,-3.4,-4.8,1.4
CO[C@H]1CN(C)C(=O)c2cc(NS(=O)(=O)CC(F)(F)F)ccc2OC[C@@H](C)N(Cc2nccs2)C[C@H]1C,-5.2,5.9,0.9,1.4,-1.6,27.3,-9.6,/
CCOc1ccc(/C=N/NS(=O)(=O)c2ccc(C)cc2)cc1OC,-24.2,-21.9,4.7,29.9,-2.1,0.1,36.1,-6.7
Cc1nccn1-c1ccc(NC(=O)[C@H]2O[C@@H](n3cnc4c(N)ncnc43)[C@H](O)[C@@H]2O)cc1,8.4,/,-4.3,-0.2,-3.2,/,/,/
O=C(C[C@@H]1C=C[C@@H](NS(=O)(=O)c2ccccc2F)[C@H](CO)O1)NCCCN1CCOCC1,0.4,9.4,3.1,-6.3,-2.9,-4.3,1.6,/
O=[N+]([O-])c1cccc(N(CC(O)CN2CCCC2)S(=O)(=O)c2ccccc2)c1 (stereo not drawn),1.4,15.7,0.4,1.1,1.4,2.0,-4.5,-1.4
C[C@@H]1CCCCO[C@@H](CN(C)C(=O)c2ccccc2)[C@@H](C)CN([C@H](C)CO)C(=O)c2cc(NC(=O)CCC(F)(F)F)ccc2O1,2.1,-1.2,-1.0,/,-2.2,-3.5,1.1,-29.0
COc1ccccc1CNC(=O)C1CCCN(S(=O)(=O)c2cnc[nH]2)C1 (stereo not drawn),3.2,-6.9,1.6,-4.3,0.5,-1.5,9.3,-6.2
Cc1noc(C)c1NC(=O)Nc1ccc2c(c1)C(=O)N([C@H](C)CO)C[C@H](C)[C@@H](CN(C)S(=O)(=O)c1c(C)noc1C)OCCCC[C@H](C)O2,1.8,-6.0,-0.5,23.9,-1.7,1.0,-4.3,6.4
COc1ccc(NC(=O)C2CCN(S(=O)(=O)c3ccc(OC)c(OC)c3)CC2)cc1,-16.0,1.4,-4.7,-38.2,-1.6,5.5,6.5,/
CCS(=O)(=O)N1CC(=O)N2[C@H](CO)[C@@H](c3ccc(-c4ccc(C)cc4)cc3)[C@@H]2C1,-0.4,18.4,/,/,/,/,-2.7,-13.2
CC(C)Oc1ccc(CCNC(=O)C2CCC(=O)N(Cc3cccc(F)c3)C2)cc1 (stereo not drawn),/,-16.8,-1.2,0.6,2.2,0.3,-10.5,-27.3
Cc1cc(C)c(N(C(=O)c2csnn2)C(C(=O)NC(C)(C)C)c2ccncc2)c(C)c1 (stereo not drawn),/,-13.4,/,/,/,-5.9,5.0,-14.3
CCCc1nnc(NC(=O)CCC(=O)N2CCN(C3CCCC3)CC2)s1,/,-5.9,-0.8,-0.5,-1.9,1.4,-0.7,-11.0
CCOc1ccc(-n2c(C)nc3c(cnn3-c3ccc(Cl)cc3)c2=O)cc1,-1.7,/,1.0,-13.9,1.4,1.1,/,/
CCC(c1nnnn1CCOC)N(Cc1ccc(C)cc1)Cc1cc2cc(OC)ccc2[nH]c1=O (stereo not drawn),7.1,/,5.3,-2.6,-1.1,-0.7,/,/
CCOc1ccc(S(=O)(=O)NCCC(=O)NCc2cccnc2)cc1,/,-13.4,-3.6,13.6,-2.9,-1.7,6.0,-7.8
O=C(COC(=O)c1cc(=O)[nH]c2ccccc12)NCc1ccc(F)cc1,/,-6.7,1.7,8.7,-0.2,-5.4,-6.2,11.3
O=C(N[C@@H]1CC[C@@H](CCNC(=O)C2CCOCC2)O[C@H]1CO)c1ccncc1,-15.7,16.4,2.3,-0.8,1.1,2.1,-5.3,-6.8
CCCCn1c(SCC(=O)c2cc(OC)ccc2OC)nc2cc(S(N)(=O)=O)ccc21,16.5,/,-3.7,/,-2.6,-10.7,/,/
CCOc1ccc(NC(=O)CN(C)C(=O)c2cccc3ccccc23)cc1OCC,-3.3,-13.1,-2.2,10.1,/,0.3,8.0,-10.9
COc1ccc(S(=O)(=O)Nc2ccc3c(c2)[C@H]2C[C@H](CC(=O)O)O[C@@H](CO)[C@H]2O3)cc1,0.1,0.2,-2.4,-2.3,-0.7,-4.2,-0.7,/
NC(=O)CSc1ncnc2c1nnn2Cc1ccc(F)cc1,-10.7,12.1,/,/,/,1.6,6.3,-3.1
# Going on with the list:
SMILES,PGC1a acetyl inh,LGR2 antag,PglD DTNB,C2C12 statin,Cneo AK release,ARNT TACC3 PPI,GSIS activator,PAX8 inh HTS
C[C@@H]1CN([C@H](C)CO)C(=O)c2cccc(NC(=O)Nc3ccccc3)c2O[C@@H]1CN(C)Cc1ccc(Oc2ccccc2)cc1,8.4,-8.2,-1.5,-10.4,2.2,5.0,-18.8,-3.6
O=C(NCCOC(=O)Nc1cccc2ccccc12)OCc1ccccc1,1.8,-14.3,-2.2,-2.6,-2.5,-1.6,-26.8,19.5
CCN(CC)c1ccc(C(=O)NNC(=O)CCl)cc1,20.0,11.6,0.8,30.6,-2.1,-1.4,-8.2,-9.3
COc1cc(C(=O)Nc2ccc(S(=O)(=O)N3CCOCC3)cc2)c([N+](=O)[O-])cc1OC,11.9,10.7,4.0,-2.5,-23.5,0.7,-13.2,1.4
CCCNC(=O)c1n[nH]c2c1CC(C(C)(C)CC)CC2 (stereo not drawn),-6.6,/,-3.5,-1.8,-2.5,-4.8,15.4,-27.0
C[C@@H]1CN([C@H](C)CO)C(=O)c2cc(NC(=O)Cc3ccccc3)ccc2O[C@@H]1CN(C)Cc1ccccc1,/,10.5,3.4,7.3,-53.0,20.5,-7.1,-14.6
Cc1ccc(S(=O)(=O)Nc2ccc(S(=O)(=O)NCC3CCCO3)cc2)cc1 (stereo not drawn),13.3,0.8,-2.2,-2.8,6.1,-2.3,0.2,19.6
CCc1ccc(C(=O)NC(CC(C)C)C(=O)O)cc1 (stereo not drawn),14.3,-5.4,4.2,-18.5,-1.4,-2.9,3.1,/
COc1ccc(CN(C)C[C@H]2OCCCC[C@@H](C)Oc3ccc(NC(=O)Cc4ccccc4)cc3C(=O)N([C@@H](C)CO)C[C@@H]2C)cc1,-8.5,22.8,2.0,/,0.2,0.3,-26.9,-2.3
Cc1ccc(N2CCN(C(=O)c3cccs3)CC2)cc1C,8.8,-11.6,-0.9,-10.3,-1.6,-2.9,-21.3,4.7
CCC1ON(c2ccccc2)C2c3nc4ccccc4n3CC12 (stereo not drawn),/,0.4,0.0,4.5,0.0,-3.1,17.1,-4.4
Cc1ccc(NC(=O)C2C3CCC(O3)C2C(=O)O)cc1Cl (stereo not drawn),-0.9,6.4,5.3,5.3,4.4,-12.9,-21.2,-17.6
COCC#Cc1ccc([C@@H]2[C@@H](CO)N3CCCCN(S(=O)(=O)c4cccc(OC)c4)C[C@@H]23)cc1,-7.3,-1.0,9.0,/,-4.1,8.4,-13.7,-18.6
CCCNC(=O)N1[C@H](CO)[C@@H](c2ccccc2-c2ccccc2)[C@@H]1C#N,1.5,-13.3,/,/,/,/,9.6,10.0
O=C(/C=C/c1ccccc1)N/C(=C\c1ccco1)C(=O)NCCO,/,/,-0.6,/,-0.5,14.9,/,-4.3
CCOC(=O)C=C(OC(=O)c1ccc(OC)cc1)c1ccccc1,/,9.9,0.3,2.4,-0.9,29.2,/,-1.7
CCc1ccc(OCC(=O)N/N=C/c2ccc(OS(=O)(=O)c3ccc(C)cc3)c(OC)c2)cc1,-15.2,-15.0,7.0,2.3,-3.5,/,-4.0,-7.8
O=C(OCc1ccc(Br)cc1)c1cccnc1,1.1,-9.6,-0.2,6.7,-1.5,17.2,7.9,-0.3
COc1ccc(S(=O)(=O)N(C)C[C@@H]2OCCCC[C@@H](C)Oc3ccc(NC(=O)Nc4ccc5c(c4)OCO5)cc3C(=O)N([C@@H](C)CO)C[C@H]2C)cc1,-5.5,-0.2,3.0,13.5,0.1,19.4,-42.7,-10.5
COc1ccc(CCNc2ccc(S(N)(=O)=O)cn2)cc1,16.3,-2.7,-1.7,-7.8,1.8,-0.8,-6.8,-2.1
Cc1ccc(Cl)c(NC(=O)CSc2n[nH]c(=O)n2C2CC2)c1Cl,0.9,5.8,-2.6,3.0,0.5,-9.9,30.6,-2.3
Cc1ccc(Cn2cccc(NC(=O)c3ccco3)c2=O)cc1,2.8,/,-0.8,/,-0.2,0.9,/,-109.0
CCC(=O)N1[C@@H]2c3ccc(-c4ccccc4F)c(=O)n3C[C@H]1[C@H](CO)[C@H]2C(=O)NC1CCC1,/,21.8,-0.6,-5.2,-0.8,-14.0,8.3,/
COc1cccc(N2CCN(CC(=O)c3c[nH]c4ccc(OC)cc34)CC2C)c1 (stereo not drawn),-5.0,9.1,-14.7,-18.7,-0.3,1.2,-3.2,/
C[C@H](CO)N1C[C@H](C)[C@H](CN(C)C(=O)c2cc(-c3ccccc3)on2)OCc2cnnn2CCCC1=O,5.3&0.9&3.7,3.0&-0.8,3.0&-1.2&2.0,5.3&-6.6&-3.8,-0.4&-0.3&3.2,-0.2&-2.4,5.9&-0.3,-12.9&-2.2
O=S(=O)(c1ccc(-c2n[nH]c(=S)o2)cc1)N1CCCC1,0.1,12.1,6.9,2.2,-1.8,-1.3,18.3,-9.8
CC1(C(=O)Nc2ccccc2)Cc2ccccc2C(=O)O1 (stereo not drawn),-1.9,-12.8,-1.0,-15.5,-3.2,-2.1,11.4,-0.7
COc1cc(/C=C/C(=O)OCN2C(=O)c3ccccc3C2=O)ccc1OC(F)F,/,-11.7,/,/,1.1,-3.8,3.9,8.1

# Not a hit list (roughly 2.9% active in at least one column).
